Screening data deposited in PubChem by Sanford-Burnham Center for Chemical Genomics.
NRP1-CendR mod = modulators of CendR peptide binding to human neuropilin-1; O14786; FAM-RPARPAR peptide binding to NRP-1, fluorescence polarization; inhibition, % at 25 µM; actives 0.85% (n = 360,000); AID 602438;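 active means inhibition or corrected inhibition above about 18%, plus a signal ratio from 0.5 to 1.5, limit read from the data, passing the limit was not always enough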; further: strong numbers were not always called active
DNMT1 block = DNMT1 (human) enzyme inhibition; DNMT1 molecular beacon, Hinp1I cleavage, fluorescence; P26358; AID 588458; inhibition (reported as % activation of signal), % at 10 µM; actives 0.83% (n = 360,000); in the data active means inhibition above about 50%
SKN-1 inh = C. elegans SKN-1 inhibition. C. elegans VP596 Pgst-4::GFP/RFP ratio, acrylamide-induced, 24 h. inhibition, % at 21.8 µM. actives 0.49% (n = 360,000);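 active means interference check ratio from 0.5 to 1.5 plus GFP to RFP signal ratio inhibition reaching or exceeding a fixed threshold, cut at about 30% in these data, passing the limit was not always enough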; further: some compounds called inactive have numbers as strong as hits
STEP inh = blocks human striatal-enriched tyrosine phosphatase | recombinant STEP, OMFP fluorogenic substrate, fluorescence | inhibition, % at 20 µM | actives 0.25% (n = 360,000);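 active means inhibition at 20 µM, scaled per plate between control wells, above about 37%, limit read from the data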;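 further: 0% = DMSO with enzyme and substrate and 100% = substrate only without enzyme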
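Measure: Control-normalized % inhibition with plate pattern correction | Test system: STEP phosphatase, cell-free reaction | Medium: pH 6.0 Bis-Tris with DTT and Tween 20 | Technique: Fluorescence, 480/540 nm | Times: Reaction 20 min, ambient temperature | Doses: Single compound dose of 20 µM, 1% DMSO final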
MT1-MMP act inh = MT1-MMP (human) activation inhibition | actives 0.061% (n = 360,000) | P50281 | HT1080 RFP-PRO-GFP cells, GFP/RFP ratio fluorescence, overnight; percent of plate control window, DMSO zero | GFP/RFP ratio change, % at 20 µM | AID 651647;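 active means GFP/RFP ratio change of at least 30% with cell ATP level not reduced by more than half and red fluorescence within 50% of control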; further: strong numbers were not always called active
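system = RFP-PRO-GFP reporter HT1080 cells | dosing = 20 µM single dose, 1% DMSO | timing = overnight cell settling, then overnight compound exposure, 37 °C, 5% CO2 | read-out basis = GFP/RFP fluorescence ratio | controls = DMSO and RFP-L50D-GFP cell wells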
NadD block = blocks S. aureus nicotinate mononucleotide adenylyltransferase; purified NadD enzyme, colorimetric absorbance read-out; inhibition, % at 20 µM; actives 0.78% (n = 360,000); in the data active means inhibition above about 26%; further: some compounds past the cut are filed as inactive
SUMO1-SIM PPI = SUMO1-SIM interaction modulation; SUMO1 binding to a labelled peptide, TR-FRET, 1 h; actives 0.33% (n = 360,000); P63165; inhibition, % at 20 µM; AID 602429; in the data active means inhibition above about 37%
Target sequence (P63165 whole entry, looked up): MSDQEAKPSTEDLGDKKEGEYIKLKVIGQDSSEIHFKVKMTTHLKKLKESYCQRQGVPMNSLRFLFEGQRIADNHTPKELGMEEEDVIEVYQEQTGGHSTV
LMPTP inh = blocks human LMPTP phosphatase; P24666; recombinant LMPTP-A, OMFP fluorogenic substrate, fluorescence intensity; inhibition, % at 20 µM; actives 0.22% (n = 360,000);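 active means compounds that cut the enzyme signal by at least half of the control window in the single-dose screen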;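 further: plate controls were DMSO wells with enzyme plus substrate for no effect and substrate without enzyme for full effect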
Target sequence (P24666 whole entry, looked up): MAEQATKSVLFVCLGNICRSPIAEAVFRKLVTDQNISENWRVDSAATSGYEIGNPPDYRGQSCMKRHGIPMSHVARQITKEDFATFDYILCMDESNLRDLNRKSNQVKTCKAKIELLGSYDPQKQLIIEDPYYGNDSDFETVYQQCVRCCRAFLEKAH
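Assay system: LMPTP-A phosphatase enzyme | Input: 0.625 nM enzyme | Also added: Fluorogenic phosphatase substrate OMFP at 400 µM final | Compound dosing: One test concentration per compound, 20 µM, with 3% DMSO overall | Schedule: 50 min enzyme reaction at room temperature, protected from light | Signal: Fluorescence intensity | Benchmarks: no-enzyme and uninhibited controls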
Rpn11 block = inhibitors of human proteasome Rpn11; actives 0.59% (n = 360,000); O00487; human 26S proteasome, Ub4-pepOG fluorescence polarization; 20S core pre-blocked with epoxomicin; AID 588493; calls only at 20 µM;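 active means inhibition at 20 µM, scaled to each plate's controls, above about 33%, limit read from the data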
Target sequence (O00487 whole entry, looked up): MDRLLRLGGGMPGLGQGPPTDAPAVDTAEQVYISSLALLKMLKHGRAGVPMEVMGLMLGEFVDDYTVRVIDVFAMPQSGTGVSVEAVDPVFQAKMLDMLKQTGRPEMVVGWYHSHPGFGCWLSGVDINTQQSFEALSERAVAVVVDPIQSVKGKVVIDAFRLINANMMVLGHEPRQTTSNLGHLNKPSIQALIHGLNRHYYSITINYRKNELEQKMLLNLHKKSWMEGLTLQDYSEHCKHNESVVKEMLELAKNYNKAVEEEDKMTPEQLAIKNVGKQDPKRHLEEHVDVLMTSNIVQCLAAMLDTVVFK
Scp1 inh = blocks human Scp-1 phosphatase activity; Q9GZU7; Recombinant Scp1, phosphopeptide, malachite green phosphate absorbance; inhibition, % at 20 µM; actives 0.88% (n = 340,000); AID 493091;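 active means inhibition above about 50% at 20 µM, limit read from the data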;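 further: plate controls were DMSO wells with enzyme for no effect and wells lacking enzyme for full effect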
Target sequence (Q9GZU7 76-261 limits assumed): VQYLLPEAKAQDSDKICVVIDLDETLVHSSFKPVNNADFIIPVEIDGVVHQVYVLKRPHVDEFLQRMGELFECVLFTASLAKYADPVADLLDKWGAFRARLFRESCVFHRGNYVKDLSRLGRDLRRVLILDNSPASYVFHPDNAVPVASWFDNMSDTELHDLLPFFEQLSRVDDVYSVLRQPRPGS
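Test system: SCP-1 catalytic domain; Buffer or medium: Acidic Tris acetate buffer with magnesium and detergent; Also added: Phosphorylated 17-residue peptide substrate; Compound: single 20 µM dose, 1% DMSO; Schedule: enzyme reaction 45 min at room temperature, colour 5 min, stabilisation 30 min; Signal: Phosphate-binding colour reagent, absorbance read at 630 nm.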
* hit, by the source's call; i = inactive; / = not tested or not shown.

SMILES	NRP1-CendR mod	DNMT1 block	SKN-1 inh	STEP inh	MT1-MMP act inh	NadD block	SUMO1-SIM PPI	LMPTP inh	Rpn11 block	Scp1 inh
O=S(=O)(c1ccc(-c2n[nH]c(=S)o2)cc1)N1CCCCC1	4	-2	8	3	-3	5	6	-1.6	i	-2
CCOC(=O)C1CCN(C(=O)COc2cc(C)c(Br)c(C)c2)CC1	12	1	13	1	3	0	-3	0.8	i	-15
Cc1nn2c(-c3ccccc3)ccnc2c1Br	15	0	-1	-2	4	-3	-22	1.0	i	-8
CCOc1ccc(CCNC(=O)c2ccc(CS(=O)Cc3ccc(Cl)cc3)o2)cc1 (stereo not given)	8	-3	-2	-2	0	0	1	0.5	i	-3
COc1ccc(C(CNC(=O)c2oc3cc(C)c(C)cc3c2C)N2CCCCC2)cc1 (stereo not given)	0	-3	4	1	-2	-2	4	1.5	i	4
COc1ccc(C(=O)Nc2c(N)nc(SCC(=O)NCC3CCCO3)[nH]c2=O)cc1OC (stereo not given)	1	-1	7	-2	-1	1	4	-2.0	i	-10
O=[N+]([O-])c1ccc2c(c1)C=C1CCCCC1(N1CCCCC1)O2 (stereo not given)	1	7	-6	2	-3	0	-15	-0.8	i	-3
O=C(Nc1ccncc1)Nc1ccc(Cl)cc1	-4	-1	5	1	-5	0	-3	5.8	i	-7
Cc1nc(CSc2ccc(Br)cc2)cs1	20*	-1	21	1	1	-5	3	-0.1	i	-6
O=C(O)c1cc(S(=O)(=O)NC2CCCc3ccccc32)ccc1O (stereo not given)	-4	4	-10	3	-3	-4	9	0.4	i	8
CCC1(c2ccccc2)C(=O)N=C(N)N(C#N)C1=O (stereo not given)	0	0	5	0	0	-2	8	-1.9	i	0
CCOc1cnn(-c2cc(Oc3ccc(C)cc3)ncn2)c(=O)c1Cl	5	3	8	4	1	7	-15	1.4	i	7
O=C(C1CCN(S(=O)(=O)c2cccs2)CC1)N1CCN(Cc2ccccc2)CC1	4	1	7	-2	3	-3	0	-0.6	i	-2
CC(C)(C)OC(=O)NC1CC2CCCC(C1)N2Cc1ccccc1 (stereo not given)	4	0	14	0	2	1	-1	-0.2	i	-7
Cc1cc(NS(=O)(=O)c2ccc(NC(=O)Cc3ccc([N+](=O)[O-])cc3)cc2)nc(C)n1	-2	-7	7	-2	-1	0	6	-0.6	i	-3
Cc1ccc(O)c(Nc2ncnc3ccccc23)c1	9	9	-10	-3	7	1	4	0.3	i	0
CCc1ccccc1NC(=O)CN1CCN(C(=O)c2ccc(OCc3cn4ccccc4n3)cc2)CC1	5	-2	32	-2	0	3	-1	-1.0	i	-6
Cc1ccc(C(=O)COC(=O)c2cccc(O)c2)s1	-10	-9	-14	0	4	-7	-7	-1.1	i	-4
COc1cc(C(=O)Nc2nc3ccccc3[nH]2)ccc1OC(F)F	-2	2	-7	0	9	-1	-1	-0.1	i	-15
Cc1ccc(C(=O)N(CCN(C)C)CC2CCCN(Cc3ccccc3F)C2)cc1C (stereo not given)	-8	-5	1	-2	2	-4	0	-1.8	i	-8
CC(=O)Nc1cc2c(c(Cl)c1Cl)-c1ccccc1C2=O	-8	17	19	6	-1	-10	37	23	i	80*
O=C(c1ccccc1)N1CCN(CC(O)COC2CCCCC2)CC1 (stereo not given)	10	4	10	-3	2	-1	5	-2.1	i	20
CC1CCN(c2ncnc3c2cnn3-c2ccccc2)CC1	9	-1	28	2	-3	-5	6	0.8	i	-3
Cc1cc(OCC(=O)OC(C)C(=O)NC2CC2)c(C(C)C)cc1Cl (stereo not given)	11	0	8	0	-3	-1	1	0.6	i	/
CCn1c(O)c(N=NC(=O)CNc2cccc(C)c2)c2ccccc21	-12	-2	2	0	2	13	-15	1.4	i	-10
COc1ccc(N2CCN(C(=O)CCS(=O)(=O)c3ccc(OC)cc3)CC2)cc1	15	-1	2	0	5	-2	-3	0.4	i	-6
CCOCCCn1c(=S)[nH]c2cc(C(=O)NCCN(CC)CC)ccc2c1=O	-8	-1	-2	0	3	-6	1	-0.6	i	-5
COC(=O)[C@]12CCCCC=C1N(Cc1ccccc1)C(=O)[C@H](CC(=O)NCc1ccc(OC)c(OC)c1)C2	17	/	-2	/	3	-1	0	-0.7	/	/
CC(C)(C)c1cc(Cl)c(O)c(NC(=S)NC(=O)c2cccnc2)c1	-26	6	-12	1	-12	-2	-1	-1.0	i	-3
CSc1nc(C)c(Oc2ccccc2)c(=O)n1C	11	3	-19	10	-3	3	3	-0.6	i	3
O=C(CN1C(=O)NC(Cc2ccccc2)C1=O)Nc1ccc(F)c(Cl)c1 (stereo not given)	4	5	-2	0	4	-3	2	0.0	i	-8
O=c1c2cc(Cl)ccc2oc2nc3n(c(=O)c12)CCCS3	-10	-2	-11	1	1	6	5	0.1	i	0
COc1ccccc1NC(=O)Nc1nc(C(N)CC(C)C)cs1 (stereo not given)	0	1	-4	0	0	3	-6	-2.3	i	/
C#CCOc1ccc(CNC[C@H]2O[C@@H](n3ccc(=O)[nH]c3=O)[C@H](O)[C@@H]2O)cc1	1	-6	-10	1	3	-4	-2	0.3	i	/
C/C=C/C(=O)N[C@@H]1c2ccccc2CC[C@@H]1OCc1ccccc1	-8	3	-8	1	-3	0	5	0.1	i	-4
CCC(Oc1ccccc1OC)C(=O)Nc1ccc2c(c1)n(C)c(=O)n2C (stereo not given)	4	-5	2	1	7	-4	-4	-0.4	i	-5
CCCc1nc(N2CCOCC2)c(C#N)c2c1CCCC2	-5	5	0	-7	/	-1	0	1.1	i	-6
CCN(CC)CCCNC(=O)Cn1cnc2ccc(S(=O)(=O)N3CCC(C)CC3)cc2c1=O	4	-6	-2	2	-2	-4	-3	4.8	i	15
Cc1c(CC(=O)N2CCN(C(=O)C3COc4ccccc4O3)CC2)c(=O)oc2c(C)c(O)ccc12 (stereo not given)	-3	-1	0	0	0	16	-6	0.0	i	-5
CC(C)Cc1cc(C(=O)Nc2cc(Cl)ccc2Cl)no1	-13	4	10	3	-8	6	2	0.4	i	-17
COc1ccc(NC(=O)COC(=O)C2CC2)c(OC)c1	8	0	1	2	-1	-2	6	-1.6	i	-5
Cc1nnc(SCC(=O)N2CCN(C(=O)c3ccco3)CC2)n1-c1ccccc1	-7	1	7	3	3	-1	0	0.4	i	12
O=C(Cc1ccc(F)cc1)Nc1cccc2cccnc12	3	-1	5	0	2	-1	-4	-0.5	i	1
Cc1n[nH]c(=S)n1/N=C/c1ccc(-c2ccccc2[N+](=O)[O-])o1	-3	-4	-6	3	-6	8	-16	-2.7	i	5
CCC1CCCCN1CCCNC(=O)C1CCCN(c2nn3c(=O)cc(C)nc3s2)C1 (stereo not given)	8	5	0	0	-2	2	4	-0.8	i	3
Cc1nnc(CN(C)C(=O)c2cc(COc3ccc(C)c(C)c3)on2)o1	16	-1	14	2	-2	0	-2	-0.7	i	-3
Cc1noc(C)c1COc1ccccc1C(=O)NNC(=O)C(C)Oc1ccccc1F (stereo not given)	-1	3	-10	-2	1	0	1	-0.5	i	0
Cc1cc(C)c(S(=O)(=O)NC(CC(=O)O)c2cccc([N+](=O)[O-])c2)c(C)c1 (stereo not given)	4	2	9	0	1	-2	-7	1.5	i	4
COC(=O)c1ccc(COC(=O)CNC(=O)c2ccc(OC)cc2)cc1	6	0	-5	0	-1	-6	2	-0.4	i	-6
CN(C(=O)c1ccc(NC(=O)Cc2ccc(NC(=O)C3CCN(C(=O)C4CCC4)CC3)cc2)cc1)C1CC1	-6	4	2	-1	8	0	-4	-0.1	i	-2
CC(=O)c1c(C)[nH]c(C(=O)NC(C)c2ccccc2)c1C (stereo not given)	-1	0	2	-1	0	-1	-6	-0.3	i	-6
CCOC(=O)c1ccccc1NC(=O)N1CCn2c(C)ccc2C1CC (stereo not given)	-27	-2	27	-2	-24	4	-5	0.4	i	1
CC(O)(C#CCN1CCCCCC1)c1ccccc1 (stereo not given)	0	1	2	-3	-3	-2	0	0.2	i	-11
Cn1ccs/c1=N\C(=O)Nc1cccc(C(F)(F)F)c1	11	6	28	1	4	-5	-5	1.0	i	7
Fc1ccc(CNc2ccc(CNc3ncn[nH]3)cc2)cc1	-4	-14	2	2	-1	-4	1	0.0	i	-14
CCN1CCN(C(=O)C2COc3ccccc3O2)CC1 (stereo not given)	-6	0	-23	-1	1	-6	0	-2.2	i	1
COc1ccc2ccccc2c1CNCCN1CCOCC1	8	-4	-6	-3	1	4	4	-1.7	i	-8
NNC(=O)CNc1cccc(Cl)c1	-2	0	-8	0	3	0	-1	-0.4	i	-7
CCNc1oc(-c2ccc(OC)cc2)nc1S(=O)(=O)c1ccc(Br)cc1	-12	-3	14	1	-7	-11	8	1.0	i	-11
O=C(NC(Cc1ccccc1)C(=O)O)/C(=C\c1ccc(Cl)cc1)NC(=O)c1ccccc1 (stereo not given)	4	1	7	-4	3	2	-2	-0.2	i	-7
COc1ccccc1NC(=O)C(C)OC(=O)CCCc1c[nH]c2ccccc12 (stereo not given)	2	16	-8	0	2	-11	2	0.8	i	-11
N#C/C(C(=O)NCc1ccco1)=C1/SC(Cc2ccc(Cl)cc2)C(=O)N1c1ccccc1 (stereo not given)	-11	-9	-1	2	-8	7	-2	2.2	i	-5

Only NRP1-CendR mod and STEP inh, for some of the entries so far:
Compound,NRP1-CendR mod,STEP inh
COc1ccc2ccccc2c1CNCCN1CCOCC1,8,-3
CN(C(=O)c1ccc(NC(=O)Cc2ccc(NC(=O)C3CCN(C(=O)C4CCC4)CC3)cc2)cc1)C1CC1,-6,-1
NNC(=O)CNc1cccc(Cl)c1,-2,0

Whole records as entered above. Order of values: NRP1-CendR mod | DNMT1 block | SKN-1 inh | STEP inh | MT1-MMP act inh | NadD block | SUMO1-SIM PPI | LMPTP inh | Rpn11 block | Scp1 inh
Shown for `NNC(=O)CNc1cccc(Cl)c1` → -2 | 0 | -8 | 0 | 3 | 0 | -1 | -0.4 | i | -7
Shown for `O=C(NC(Cc1ccccc1)C(=O)O)/C(=C\c1ccc(Cl)cc1)NC(=O)c1ccccc1` (stereo not given) → 4 | 1 | 7 | -4 | 3 | 2 | -2 | -0.2 | i | -7
Shown for `Fc1ccc(CNc2ccc(CNc3ncn[nH]3)cc2)cc1` → -4 | -14 | 2 | 2 | -1 | -4 | 1 | 0.0 | i | -14
